aSyn tox rescue: inhibitors of alpha-synuclein toxicity in yeast; AID 1347070; Potency, µM (series often up to 46.1 µM), for inactives: top-dose growth rescue (activation), usual class: activators; S. cerevisiae alpha-synuclein toxicity rescue, BacTiter-Glo growth, 24 h; 0.02% of 94,000 active; active = well fitted activation curve with a large enough effect; also: 0% is about no effect
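Growth restoration measured by BacTiter-Glo luminescence after 24 hr at 30 deg C; alpha-synuclein yeast, raffinose-pregrown to mid-log, were added at OD600=0.02 in galactose medium onto pinned compounds.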
An asterisk follows results filed as active; [ ] = remark or other dose. Potency is read from the fitted curve at half-maximal effect. The list is partial; count on the stated rates, not on these rows.

SMILES | aSyn tox rescue
COc1cc(/C=C2\C(=O)ON=C2c2ccccc2)cc(Cl)c1O | 7.5%
O=C1CC(N2CCN(c3ccccn3)CC2)C(=O)N1c1ccc(F)cc1 (stereo not given) | 1.8%
COc1ccc(-c2cc(C(F)(F)F)nc(SCC(=O)NCCc3ccc(OC)c(OC)c3)n2)cc1 | 1.8%
Cc1cccc(N(C)C(=O)CSc2nc3ncccc3o2)c1 | -9.7%
Cc1ccc(OC(=O)N(C)C[C@@H]2OCc3cn(nn3)CCCC(=O)N([C@@H](C)CO)C[C@H]2C)cc1 | 5.5%
CC(C)Cn1c(N)c(C(=O)CSc2nccn2C)c(=O)n(C)c1=O | -7.8%
CCCOc1cccc(C(=O)NCCNC(=O)c2ccccn2)c1 | 2.3%
Cc1ccc(CNC(=O)C2(S(=O)(=O)c3ccc(C)cc3)CC2)cc1 | 11.3%
COc1cccc2cc(-c3nnc(Nc4c(F)cccc4F)s3)c(=O)oc12 | -2.5%
COc1cc(NS(=O)(=O)c2ccc3[nH]c4c(c3c2)CCCC4)cc(OC)c1OC | -9.9%
O=C(Cn1cc(C(=O)C2CC2)c2ccccc21)Nc1ccccc1Cl | -2.0%
COc1cc(NC(=O)NCCN2CCN(c3ccccc3)CC2)cc(OC)c1OC | -2.0%
O=C(CCS(=O)(=O)c1nc(-c2ccc3c(c2)OCO3)cc(C(F)(F)F)n1)Nc1ccccc1F | -22.0%
COc1ccc(N2CCN(C(=O)CNC(=O)c3ccccc3Cl)CC2)cc1 | 1.5%
CCOC(=O)/C(C#N)=C\c1cn(C)c2ccccc12 | 3.0%
Cc1ccc(NS(=O)(=O)c2ccc3[nH]c(=O)sc3c2)cc1 | -2.8%
CCOc1ccc(NC(=O)Cn2cc(C(=O)c3ccc(C)cc3)c(=O)c3cc4c(cc32)OCO4)cc1 | 0.7%
CC1CN(C(=O)c2ccc(COc3ccccc3Cl)o2)CC(C)O1 (stereo not given) | -1.5%
COC(=O)Cn1c(=NC(=O)c2ccc3c(c2)OCCO3)sc2ccccc21 | -5.5%
O=C(Cc1ccc(NC(=O)N2CCCCc3ccccc32)cc1)NCc1cccc(Br)c1 | -9.1%
Cc1c(C)c2ccc(OCC(=O)N[C@@H](Cc3ccccc3)C(=O)O)cc2oc1=O | -1.4%
CCCCSCCCNC(=O)c1cc(-c2cccnc2)nc2ccc(S(=O)(=O)N3CCC(C)CC3)cc12 | -6.0%
COC1=CC(=O)CC(C)C12Oc1cc(OC)cc(OC)c1C2=O (stereo not given) | -3.8%
CC(=O)Nc1cccc(/C(C)=N/NS(=O)(=O)c2ccc(C)cc2)c1 | -7.4%
COc1ccc(S(=O)(=O)Nc2nnc(CC(C)(C)C)s2)cc1 | 7.2%
COc1ccc(N2CCN(Cc3cccn3-c3nnc(N4CCN(C5CCCCC5)CC4)s3)CC2)cc1 | 0.7%
CCCCCn1c(=O)[nH]c2cc(C(=O)NCc3ccc(OC)cc3)ccc2c1=O | 5.5%
Cc1cc(NC(=O)CNCC(c2ccccc2)N(C)C)c([N+](=O)[O-])cc1C (stereo not given) | -1.6%
O=S(=O)(NCCSc1nnnn1-c1ccccc1)c1ccc(F)cc1 | 0.5%
O=S(=O)(NCCc1ccc(Cl)cc1)c1ccc(N2CCCCS2(=O)=O)cc1 | -0.9%
CC(=O)Nc1ccc2c3c(ccc([N+](=O)[O-])c13)CC2 | -8.7%
CN(C)S(=O)(=O)c1ccc(Cl)c(NC(=O)CN2CCN(Cc3ccc4c(c3)OCO4)CC2)c1 | -2.4%
Cc1oc(=O)c(NC(=O)c2ccccc2)cc1C(N)=O | 11.0%
COc1ccc(-n2c(=O)c3c4c(sc3n(Cc3ccccc3)c2=O)CN(C(C)=O)CC4)cc1OC | 2.4%
O=C(NN=C1CCC(=NNC(=O)c2ccccn2)CC1)c1ccccn1 | -6.7%
CC(=O)Nc1cc(C)c2nc(NC(C)=O)sc2c1 | 6.8%
COc1ccc(CNC(=O)CCCn2ccc3cc(S(=O)(=O)N4CCCC4)ccc32)cc1 | -4.0%
CCCSC(=S)c1c(C)[nH]n(-c2ccccc2)c1=O | -44.7%[inhibitor]
Nc1ccc(Nc2nc(-c3cc4ccccc4oc3=O)cs2)cc1 | -11.6%
CC1=C(C(=O)Nc2cccnc2)C(c2ccccc2)n2nc(SCc3ccccc3F)nc2N1 (stereo not given) | -7.7%
CCNc1nc(NCC)nc(N/N=C/c2ccc(O)c(OC)c2)n1 | 4.5%
CCCCc1nnc(NC(=O)c2ccc(-n3cncn3)c([N+](=O)[O-])c2)s1 | 8.0%
CCc1nnc(SCc2nc(-c3ccccc3)oc2C)c2cc3sccc3n12 | 2.2%
COc1cc(C(=O)Nc2sc3c(c2C(N)=O)CCC(C)C3)cc(OC)c1OC (stereo not given) | 2.9%
CSCCC(NC(=O)c1ccccc1)C(=O)NCCc1ccccc1 (stereo not given) | -8.0%
CCOC(=O)C1CCC(CN(Cc2ccccc2)S(=O)(=O)c2ccc(Br)cc2)CC1 (stereo not given) | -7.5%
CCc1noc(C)c1C(=O)N1CCCSC1=Nc1ccccc1OC | -1.4%
O=C(NC1CCCCC1)c1ccc2c(c1)OCCO2 | -1.6%
COC(=O)c1sc(N2C(=O)C(=O)/C(=C(/O)c3ccc(C)cc3)C2c2ccco2)nc1C (stereo not given) | 10.1%
Cc1oc(-c2cccc(Cl)c2)nc1CS(=O)(=O)CC(=O)NCc1ccccc1Cl | 5.9%
CCC1=Nc2cc(C(=O)NCc3cccnc3)ccc2Sc2ccc(C)cc21 | 3.5%
Cc1ccc(C(=O)NC(=S)NNC(=O)CCN2CCOCC2)cc1 | 3.4%
Cc1cccn2c(=O)c(C=O)c(N3CCCCC3)nc12 | 0.5%
Cc1ccc(Cl)cc1Nc1nn2c(=O)c3ccc(C(=O)N4CCCC(C)C4)cc3nc2s1 (stereo not given) | 0.1%
COc1cc(C2C(C(=O)Nc3ccccc3)=C(C)Nc3nnnn32)cc(OC)c1OC (stereo not given) | -14.8%
CCCCN1CC(C)(C)[C@H](CC(=O)Nc2ccc(Br)cc2)C1=O | 6.9%
Cc1cccc(C(=O)NNS(=O)(=O)c2ccccc2)c1O | 6.5%
COc1ccc(C2CC(=O)NC(NC(=O)c3ccc(Br)cc3)=N2)c(OC)c1OC (stereo not given) | -4.4%
O=C(CCCCn1c(=O)c2ccccc2n(CC(=O)Nc2cccc(F)c2)c1=O)NCc1ccccc1Cl | -1.4%
O=C(O)/C=C/c1cnc2ccccc2c1 | 5.7%
The list goes on.
SMILES | aSyn tox rescue
CC1CCc2c(sc(NC(=O)COC(=O)c3ccc(O)cc3)c2C#N)C1 (stereo not given) | 4.4%
O=C(NC1CC1)c1cc(-c2ccco2)nc2ccccc12 | 11.3%
Cc1ccc(-n2ncc3c(N4CCCCCC4)ncnc32)cc1C | 10.6%
COc1ccc(Cl)cc1NC(=O)CSc1nc2c([nH]c3ccccc32)c(=O)n1-c1ccccc1 | -5.4%
CCc1ccc(-c2nc3c(c(SCc4ccccc4)n2)Cc2c(CO)cnc(C)c2O3)cc1 | 5.6%
CC(C)c1ccc(Nc2ncnc3onc(-c4ccc(F)cc4)c23)cc1 | -6.6%
Cn1cc(C(=O)N2CCN(c3cccc(Cl)c3)CC2)c(=O)c2cc(S(=O)(=O)N3CCCC3)ccc21 | -6.3%
Cc1cc(-c2ccc(S(=O)(=O)Nc3ccccc3C)cc2)on1 | 23.2%
COc1ccc(N2CCN(c3ccc(S(=O)(=O)N(C(C)C)C(C)C)cn3)CC2)cc1 | -7.3%
CCOC(=O)C1C(c2ccc([N+](=O)[O-])cc2)C2C(=O)NN=C2CC1(C)O (stereo not given) | 1.0%
O=C(CSC1=Nc2ccccc2C2=NC(Cc3ccccc3)C(=O)N12)Nc1cccc(Cl)c1 (stereo not given) | -3.0%
Cc1ccc(CNC(=O)Cn2c(=O)cc(-c3ccccc3)c3c(C)nn(C)c32)cc1 | 2.1%
Cn1c(=O)c2cc(C(=O)NCCCN3CCN(c4ccc(F)cc4)CC3)sc2c2ccccc21 | -40.6%[inhibitor]
CCN(C(=O)Cn1c(SCc2ccccc2F)nc2cccnc21)c1ccccc1 | 1.1%
Cc1ccc(O)c(NC(=O)c2cc(-c3ccco3)on2)c1 | -16.3%
O=C(COc1ccc(F)cc1)NCc1ccc2c(c1)CCN2C(=O)c1ccccc1 | 2.3%
C[C@@H]1CCCCO[C@H](CN(C)C(=O)Nc2cccc3ccccc23)[C@@H](C)CN([C@H](C)CO)C(=O)c2cc(NC(=O)c3ccccc3)ccc2O1 | -8.0%
COc1cc(C(Nc2ccc(S(=O)(=O)NCC3CCCO3)cc2)C(=O)NC(C)(C)C)cc(OC)c1OC (stereo not given) | 3.1%
S=C(c1cn(Cc2ccccc2)c2ccccc12)N1CCOCC1 | -23.2%
N#Cc1ccc(NC(=O)CN2C(=O)NC3(CCCC3)C2=O)cc1 | 0.0%
CCCCNC(=O)C1=CC(c2ccc3c(c2)OCO3)=NS(=O)(=O)N1C | 0.1%
CCOC(=O)c1cc(-c2ccccc2)n(CCC(=O)Nc2ccc(C(F)(F)F)cc2)c1C | -13.4%
Cc1ccc(CCC(=O)Nc2ccc(Cl)cc2Cl)o1 | -4.1%
CC(=O)OC1(C)C=Cc2ccccc2C1=NS(=O)(=O)c1ccccc1 (stereo not given) | -15.1%
O=C(Cc1c[nH]c2ccccc12)N1CCN(S(=O)(=O)c2ccc(F)cc2)CC1 | 2.4%
Cc1nn(C)c2c1c(C(F)(F)F)cc(=O)n2CC(=O)N1CCN(c2ccccc2F)CC1 | 25.5%
CCOc1ccc2nc(N(Cc3cccnc3)C(=O)c3ccc4c(c3)OCCO4)sc2c1 | 1.0%
CC(C)c1ccc(C2NC(=O)c3n[nH]c(-c4cccs4)c32)cc1 (stereo not given) | 1.9%
CN1C(=O)c2[nH]nc(-c3ccc(F)cc3)c2C1c1ccccn1 (stereo not given) | -4.4%
CCN(CC(=O)NCc1cccs1)C(=O)c1ccc(S(=O)(=O)N(C)C)cc1 | -4.0%
Cc1c(-c2nsc(NC(=O)c3cccs3)n2)nnn1-c1ccc(Cl)cc1 | 0.9%
Cc1ccc(NC(=O)C2CCCN(c3cnccn3)C2)cc1Cl (stereo not given) | 17.7%
Clc1cccc(CN2CCc3c([nH]c4ccccc34)C2)c1Cl | 7.9%
Cn1nnc2c(N3CCCCC3)ncnc21 | -1.3%
C=CCSc1ncc(-c2ccccc2)cn1 | -13.9%
CSc1ccccc1NC(=O)CN(C)CC(=O)Nc1ccccc1C(F)(F)F | 11.3%

Of the compounds above, these have an NH in an aromatic ring:
SMILES | aSyn tox rescue
COc1cc(NS(=O)(=O)c2ccc3[nH]c4c(c3c2)CCCC4)cc(OC)c1OC | -9.9%
Cc1ccc(NS(=O)(=O)c2ccc3[nH]c(=O)sc3c2)cc1 | -2.8%
CCCCCn1c(=O)[nH]c2cc(C(=O)NCc3ccc(OC)cc3)ccc2c1=O | 5.5%
CCCSC(=S)c1c(C)[nH]n(-c2ccccc2)c1=O | -44.7%[inhibitor]
COc1ccc(Cl)cc1NC(=O)CSc1nc2c([nH]c3ccccc32)c(=O)n1-c1ccccc1 | -5.4%
O=C(Cc1c[nH]c2ccccc12)N1CCN(S(=O)(=O)c2ccc(F)cc2)CC1 | 2.4%
CC(C)c1ccc(C2NC(=O)c3n[nH]c(-c4cccs4)c32)cc1 (stereo not given) | 1.9%
CN1C(=O)c2[nH]nc(-c3ccc(F)cc3)c2C1c1ccccn1 (stereo not given) | -4.4%
Clc1cccc(CN2CCc3c([nH]c4ccccc34)C2)c1Cl | 7.9%

Carrying on.
SMILES | aSyn tox rescue
CCCCCNC(=O)C1CCC(Cn2c(=O)c3sccc3n(CC(=O)N3CCCC3)c2=O)CC1 (stereo not given) | -16.1%
CCCNC(=O)C1CCC(CNS(=O)(=O)c2ccc3c(c2)CC(C)N3C(C)=O)CC1 (stereo not given) | -8.9%
Cc1cc(C)nc(Nc2ccc(C)c([N+](=O)[O-])c2)n1 | 3.1%
COc1ccc(CCNC(=O)C2CCCN(S(=O)(=O)c3ccc4c(c3)oc(=O)n4C)C2)cc1OC (stereo not given) | 6.6%
COc1ccccc1NC(=O)c1oc2ccccc2c1NC(=O)c1cccc(OC)c1OC | 1.2%
CN(C)S(=O)(=O)c1ccc(NC(=O)C2CC(=O)N(Cc3ccccc3Cl)C2)cc1 (stereo not given) | 5.2%
C[C@@H]1CN([C@@H](C)CO)C(=O)CCCn2nncc2CO[C@@H]1CN(C)C(=O)Nc1ccc(N2CCN(C)CC2)cc1 | 9.7%
CCCCn1c(N)c(N(CCOC)C(=O)COC(=O)CCOc2ccccc2C)c(=O)[nH]c1=O | -7.3%
O=C(NCCCc1nc2ccccc2n1Cc1ccc(Cl)cc1)C1CCCCC1 | -7.3%
CCCCNC(=O)c1ccc2c(c1)N(CC)C(=O)c1ccccc1S2 | -8.6%
O=C(Nc1ccc(F)cc1)N1CCCC(c2nc3c(nnn3Cc3ccccc3Cl)c(=O)[nH]2)C1 (stereo not given) | 11.2%
O=C(CSc1nccc(=O)[nH]1)c1ccco1 | -5.5%
CN(C)CCCN1C(=O)C(O)=C(C(=O)c2cc3ccccc3o2)C1c1ccccn1 (stereo not given) | -12.8%
CC1=NN(C(N)=S)C(=O)C1N=Nc1ccccc1[N+](=O)[O-] (stereo not given) | -8.9%
O=C(c1cc(=O)[nH]c2ccccc12)N1CCN(c2ccccc2)CC1 | -11.8%
O=[N+]([O-])c1cncc([N+](=O)[O-])c1Nc1cccc(O)c1 | -0.3%
CCC(=O)c1ccc(N2CCN(C(=O)c3cccc(F)c3)CC2)c(F)c1 | 5.3%

Filtered by structure: the compounds so far containing a tert-butyl group
SMILES | aSyn tox rescue
COc1ccc(S(=O)(=O)Nc2nnc(CC(C)(C)C)s2)cc1 | 7.2%
COc1cc(C(Nc2ccc(S(=O)(=O)NCC3CCCO3)cc2)C(=O)NC(C)(C)C)cc(OC)c1OC (stereo not given) | 3.1%

High-throughput results (PubChem)
